yeast mec2-1: NCI yeast anticancer drug screen, S. cerevisiae mec2-1 strain; growth inhibition, % at 50 µM; 9% of 79,000 active;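 also: 0% = growth of vehicle-only cultures of the same strain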
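Each compound was tested on mec2-1 yeast, a strain altered in DNA damage repair or cell cycle control. Growth inhibition is reported relative to vehicle.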
bub3: NCI yeast anticancer drug screen, S. cerevisiae bub3 mutant strain. % growth inhibition at 50 µM. 9.9% of 78,000 active;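 also: 0% = growth of vehicle-only cultures of the same strain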
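Steps: expose the mutant yeast strain to compound; grow alongside vehicle-treated cultures; measure growth; express inhibition against the vehicle cultures.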
cln2 rad14: NCI yeast anticancer drug screen, S. cerevisiae cln2 rad14 strain; growth inhibition, % at 50 µM; 8.3% of 78,000 active; AID 165;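 also: 0% = growth of vehicle-only cultures of the same strain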
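Strain: cln2 rad14 yeast, altered in cell cycle control and DNA damage repair. Read-out: growth inhibition vs vehicle.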
sgs1 mgt1: NCI yeast anticancer drug screen, S. cerevisiae sgs1 mgt1 strain; % growth inhibition at 50 µM; 10% of 78,000 active;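 also: 0% = growth of vehicle-only cultures of the same strain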
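Mutant yeast exposed to compound; growth scored against vehicle-only wells.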
mlh1 rad18: NCI yeast anticancer drug screen, S. cerevisiae mlh1 rad18 strain; AID 175; growth inhibition, % at 50 µM; 11% of 79,000 active;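 also: 0% = growth of vehicle-only cultures of the same strain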
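Cells of a genetically altered yeast strain, deficient in DNA damage repair, were treated with compound. Their growth was then compared with that of vehicle-treated cultures to give inhibition.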
rad50: NCI yeast anticancer drug screen, S. cerevisiae rad50 strain; 10% of 79,000 active; growth inhibition, % at 50 µM; AID 155;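 also: 0% = growth of vehicle-only cultures of the same strain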
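Readout: growth inhibition relative to vehicle-treated cultures. Compound exposure was carried out in a genetically defined yeast strain deficient in DNA damage repair.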
* marks the source's active call; other numbers are inactive results; x = no result given; & = joins results of further samples. Rule as the data show it: active = growth inhibition above about 70%; inactive = the rest.

structure	yeast mec2-1	bub3	cln2 rad14	sgs1 mgt1	mlh1 rad18	rad50
CC(O)CNCc1ccc2c(c1)CCCN2 (stereo not drawn)	5.6	2.6	-27.9	-5.6	-14.3	-19.9
CO[C@@H]1C=C[C@@]23c4cc5c(cc4CN(C[C@@H]2O)[C@H]3C1)OCO5	-26.1	-16.1	14.8	-11.9	-59.4	4.0
O=C1NC(N/N=C\c2ccccc2)=N/C1=C/c1ccc(Cl)cc1	0.8	16.7	17.8	11.7	-1.9	22.6
O=C(Nc1ccc(Cl)cc1)OCCSc1nc2ccccc2s1	-30.1	4.5	9.3	21.5	-3.9	-6.0
CC(=O)OCOC(=O)CN(CC(=O)OCOC(C)=O)Cc1cc2c(cc1OC(C)=O)Oc1cc(OC(C)=O)c(CN(CC(=O)OCOC(C)=O)CC(=O)OCOC(C)=O)cc1C21OC(=O)c2ccccc21	9.1	-5.0	14.8	15.2	35.1	14.1
CC(CC(=O)O)C1(C)C2CCCCC2C2CCCCC21 (stereo not drawn)	-9.6	-4.2	-13.3	5.8	-2.8	-6.2
COP(=O)(CC(=O)C1OC(C)(C)OC1C(O)COCc1ccccc1)OC (stereo not drawn)	22.9	14.6	14.3	22.9	5.8	-21.3
O=C1O/C(=C(/C(=O)O)c2ccc(O)cc2)C(O)=C1c1cc2c3c(c(O)cc(C4=C(O)/C(=C(\C(=O)O)c5ccc(O)cc5)OC4=O)c3c1)OC2=O	-10.4&-7.2	-1.6&-5.0	-9.8&-0.7	5.6&-8.6	4.6&3.4	-7.0&-12.8

More structures:
structure	yeast mec2-1	bub3	cln2 rad14	sgs1 mgt1	mlh1 rad18	rad50
O=[N+]([O-])c1ccc(N2N=NCC2c2ccccc2)cc1 (stereo not drawn)	6.2	14.6	-37.0	22.9	31.4	-3.5
Nc1ccccc1C(=O)Nc1ccc(Cl)cc1C(=O)O	-3.0	2.6	-14.8	-14.2	-5.1	-7.0
Cc1cccc(N=C(N)N)c1	1.0	10.0	-6.1	-3.8	-6.5	2.6
CC(C)(C)NC(=O)NCc1cccc(Cl)c1	-19.6	-3.0	-36.1	-4.2	-3.2	0.2
COC(=O)c1cc(-c2ccc(OC)cc2)c2c(=O)n(-c3ccccc3)[nH]c2n1	53.4	43.2	24.9	63.9	20.6	51.8
C=CCS(=O)(=O)c1ccc(C)cc1	-23.1	-9.8	12.4	-3.9	0.8	-9.3
Fc1ccccc1/C=C/c1ccc(/C=C/c2ccccc2F)nn1	-6.5	-1.2	-15.3	-5.5	5.1	5.7
CCN1CCCC(Nc2cc(C)nc(/N=C(\N)Nc3ccc(Cl)c(Cl)c3)n2)C1 (stereo not drawn)	98.0*	96.1*	87.3*	98.4*	98.0*	97.2*

Next section, starting with the last 3 of the part before.
structure	yeast mec2-1	bub3	cln2 rad14	sgs1 mgt1	mlh1 rad18	rad50
C=CCS(=O)(=O)c1ccc(C)cc1	-23.1	-9.8	12.4	-3.9	0.8	-9.3
Fc1ccccc1/C=C/c1ccc(/C=C/c2ccccc2F)nn1	-6.5	-1.2	-15.3	-5.5	5.1	5.7
CCN1CCCC(Nc2cc(C)nc(/N=C(\N)Nc3ccc(Cl)c(Cl)c3)n2)C1 (stereo not drawn)	98.0*	96.1*	87.3*	98.4*	98.0*	97.2*
O=C(Nc1ccccc1C(=O)O)c1cc([N+](=O)[O-])cc([N+](=O)[O-])c1	3.0	-7.5	8.9	-12.8	19.1	-8.3
O=C(NCCCl)Nc1[nH]c(=O)ncc1Br	-12.7	-6.8	-44.4	-10.8	-12.3	-13.2
N#Cc1c(-c2ccccc2)[nH]c2ccccc2c1=O	55.4	-3.6	11.3	2.0	-17.5	54.7
COc1cccc2c1C(=O)c1c(O)c3c(c(O)c1C2=O)C[C@@](O)(/C(CO)=N/NC(=O)c1ccc(Cl)c(Cl)c1)C[C@@H]3OC1CC(NC(=S)Nc2ccc(F)cc2)C(O)C(C)O1 (stereo partly drawn)	31.1	0.8	-114.8	26.8	63.2	26.4
COc1cc(Oc2nc3ccc(C(F)(F)F)cc3nc2-c2ccccc2)cc(OC)c1OC	-33.9	-16.9	-28.6	-4.2	-21.6	-28.9
CC1(C)OCC2OC3(c4nc(C#N)c(N)o4)OC(C)(C)OC3C2O1 (stereo not drawn)	-7.0	-39.2	-1.7	-48.0	-75.0	-18.8
CC(C)=CCC/C(C)=C/CNc1ncnc2c1ncn2C1OC(CO)C(O)C1O (stereo not drawn)	13.7	12.9	-37.0	6.6	27.6	-4.3
O=C1NC(=O)C2(CCCCCC2)N1	-23.9	-4.1	-0.7	10.1	-26.7	-23.9

Continued.
structure	yeast mec2-1	bub3	cln2 rad14	sgs1 mgt1	mlh1 rad18	rad50
CN(CCC#N)Cc1cc(C(C)(C)C)cc(-c2ccccc2)c1O	-22.1	-1.1	16.2	-3.7	12.4	8.4
N#CC1C(C#N)C2CC1C1N=NN(c3ccccc3)C21 (stereo not drawn)	-22.5	34.0	-46.0	-6.5	-5.0	-17.9
COc1ccc(-c2cc(=O)c3cc(C)c(C)c(C#N)c3o2)cc1	-29.6	-29.9	-17.5	-35.8	-37.5	-25.9
O=c1[nH]cc([N+](=O)[O-])c(=O)[nH]1	13.1	16.9	14.7	8.2	11.2	14.3
CC(C)(C)NC1=NC(C(F)(F)F)(C(F)(F)F)NC(=O)N1	40.8	70.5*	21.3	33.9	12.4	38.9
CCc1c(O)c(C#N)c2[nH]c3cc(C)c(C)cc3n2c1=O	-15.2	9.2	30.9	-21.9	-4.2	-15.0
N#Cc1c2c(n3c1[nH]c(=O)c1ccccc13)CCCC2	10.0	-2.8	11.9	23.9	10.8	24.4
C=CC1C(C[C@@H]2c3cc(O)c(O)cc3CCN2C(C)=O)C(C(=O)OC)=CO[C@H]1OC1OC(CO)C(O)C(O)C1O (stereo partly drawn)	-38.4	-35.0	14.8	-32.8	19.4	-1.1

The listing continues.
structure	yeast mec2-1	bub3	cln2 rad14	sgs1 mgt1	mlh1 rad18	rad50
Oc1ccc(Cl)cc1CC(=S)N1CCOCC1	1.3	3.4	-10.4	0.5	-3.9	11.1
COc1cc(O)cc2c1C(=O)C(C)O2 (stereo not drawn)	-21.9	-2.4	-54.1	-29.8	-6.2	-53.6
NC(=O)c1ccccc1OCC(O)CO (stereo not drawn)	-24.4	x	x	x	26.1	-7.6
C/C(N=NS(=O)(=O)c1ccc([N+](=O)[O-])cc1)=C1\C=CC=CN1O	-4.0	-1.4	-4.5	1.4	-12.3	1.4
N#CC(CC(=O)O)C(c1cccc2ccccc12)c1cccc2ccccc12 (stereo not drawn)	98.5*	98.5*	97.6*	98.8*	99.2*	99.1*
CN(C)CCNC(=O)c1cccc2ccc(-c3ccc(-c4ccccc4)cc3)nc12	99.6*	99.1*	98.5*	99.2*	99.4*	99.2*
C[C@H](NC1=CC(=O)C(N[C@@H](C)[C@H](O)c2ccccc2)=CC1=O)[C@H](O)c1ccccc1	19.1	4.2	-13.7	-10.7	20.7	-0.6
O=C1NC(=O)C(c2ccccc2)(C2CCOCC2)N1 (stereo not drawn)	3.0	-9.7	-54.9	-2.6	28.4	11.1

Continued.
structure	yeast mec2-1	bub3	cln2 rad14	sgs1 mgt1	mlh1 rad18	rad50
CNc1nc(NC)c2cn[nH]c2n1	2.3	-3.9	-9.2	20.2	16.1	17.7
O=C1OCc2c1cc1ccc(O)c(OC3OC(CO)C(O)C(O)C3O)c1c2-c1ccc2c(c1)OCO2 (stereo not drawn)	-7.3	-19.7	-7.2	-23.9	-10.4	-13.7
ON=C1c2cc(Cl)ccc2-c2ccc(Cl)cc21	4.0	5.5	-40.8	18.1	16.6	5.2
CC(CN1CCCC1)(Oc1ccccc1)C(=O)c1ccccc1 (stereo not drawn)	-0.5	10.1	7.8	15.1	2.5	16.6
Cc1cc(C=Nc2ccccc2)c(O)c2ncccc12	99.3*	99.1*	83.7*	94.9*	99.2*	98.8*
O=C(CC(=O)N1N=C(n2ccc3ccccc32)CC1c1ccccc1)Nc1ccccc1Cl (stereo not drawn)	-13.8	-2.1	29.7	-3.5	5.5	-13.6
CC(=O)Oc1ccc(CCNC(c2ccccc2)c2ccccc2)cc1OC(C)=O	13.2	-17.4	-7.6	42.5	38.3	44.0
CN1N=C2c3ccccc3CC[C@H]2C1c1cccc(O)c1 (stereo partly drawn)	23.4	67.2	43.8	69.2	35.9	52.7

Further structures follow:
structure	yeast mec2-1	bub3	cln2 rad14	sgs1 mgt1	mlh1 rad18	rad50
CC(=O)N(c1ccccc1)c1cc(Cl)cc[n+]1[O-]	3.5	5.3	-3.7	5.5	-2.0	8.5
OC(c1ccc(F)cc1)(c1cccs1)C1CC1 (stereo not drawn)	-4.8	x	x	x	-20.2	-9.6
CC(C)N(CCC#N)C(=S)Nc1cccc(C(F)(F)F)c1	13.2	12.2	0.2	25.1	-2.9	21.6
CSc1nc(-c2ccccc2)c(C(=O)NC(C)CN2CCCCC2)s1 (stereo not drawn)	5.2	-3.2	11.0	7.5	11.1	13.5
CC(=O)[O][Bi]([c]1ccccc1)[c]1ccccc1	89.5*	83.2*	84.7*	86.5*	91.0*	86.0*
COC1OC(CN=[N+]=[N-])C2OC(C)(C)OC12 (stereo not drawn)	-1.9	-3.6	13.2	4.0	20.1	16.4
Cc1cc(C(=O)/C=C(\C(=O)c2ccccc2)c2ccccc2)ccc1Cl	10.7	0.6	-0.6	6.7	11.3	18.8
CCCCCCCCCC(=O)OCC	-9.2	11.4	-8.9	-19.9	30.3	17.9

Other results.
structure	yeast mec2-1	bub3	cln2 rad14	sgs1 mgt1	mlh1 rad18	rad50
CCOC(=O)/C(=C\n1c(=S)[nH]c2ccccc21)C(=O)c1ccccc1	-45.0	-32.9	-5.2	-21.6	-16.4	-40.1
c1ccc2c(c1)ccc1c3ccccc3ncc21	27.8	0.8	35.5	32.6	23.1	62.8
Cc1cc(C)cc(C(=O)NC(c2ccncc2)C(NC(=O)c2cc(C)cc(C)c2)c2ccncc2)c1 (stereo not drawn)	-18.8	-1.1	-14.8	-10.8	-21.1	-9.6
N#CC(c1ccccn1)N1CCOCC1 (stereo not drawn)	-8.2	-18.6	-70.4	-16.1	-5.2	-6.8
CN(C)S(=O)(=O)c1c(N)ncn1C	6.8	9.7	7.2	-9.1	5.0	12.7
CCCCNC(=O)c1nc(-c2ccccc2)c(-c2ccccc2)nc1N	-17.9	-0.5	7.2	7.8	-29.4	1.8
CCOC(=O)C(Cc1ccc(O)cc1)NC(=O)C1Cc2c([nH]c3ccccc23)C=N1 (stereo not drawn)	16.6	-2.5	-6.6	27.3	31.6	1.3
Cc1cc(=O)c2cc(N=Cc3ccc(N(C)C)cc3)ccc2o1	-10.9	0.8	17.1	-16.8	16.1	5.2

The last 4 records of the part before open the next one:
structure	yeast mec2-1	bub3	cln2 rad14	sgs1 mgt1	mlh1 rad18	rad50
CN(C)S(=O)(=O)c1c(N)ncn1C	6.8	9.7	7.2	-9.1	5.0	12.7
CCCCNC(=O)c1nc(-c2ccccc2)c(-c2ccccc2)nc1N	-17.9	-0.5	7.2	7.8	-29.4	1.8
CCOC(=O)C(Cc1ccc(O)cc1)NC(=O)C1Cc2c([nH]c3ccccc23)C=N1 (stereo not drawn)	16.6	-2.5	-6.6	27.3	31.6	1.3
Cc1cc(=O)c2cc(N=Cc3ccc(N(C)C)cc3)ccc2o1	-10.9	0.8	17.1	-16.8	16.1	5.2
Nc1nc(Cl)nc(Cl)n1	-59.5	-52.4	3.8	-33.0	-12.2	-53.7
Cc1ccc(CNC(=O)Nc2ccccc2)c(C)c1	41.2	26.9	-9.1	20.7	31.9	-0.6
NCCNc1ncnc2ccc(Cl)cc12	-13.1	-38.8	-30.5	-22.4	5.4	-30.9
CCCN(CCCC(NC(C)=O)C(=O)NCc1ccccc1)C(=O)N(C)N=O (stereo not drawn)	-24.8	-14.8	19.9	-4.2	-11.9	-21.1
NNC(=O)c1ccc(-c2ccc[nH]2)[nH]1	0.7	-14.4	-75.5	-20.9	5.0	10.7
Oc1ccccc1/C=N\Sc1ccc(Br)cc1	13.8	4.0	4.2	22.0	17.0	23.9
O=c1ccn(Cc2ccccc2)c(=O)[nH]1	-10.3	-4.0	-29.4	4.3	21.9	25.6
CC(C)(C)c1ccc(OS(=O)(=O)c2ccc(Cl)c(Cl)c2)cc1	17.4	6.8	31.6	0.3	-4.8	0.4

Additional results:
structure	yeast mec2-1	bub3	cln2 rad14	sgs1 mgt1	mlh1 rad18	rad50
CCOCC(C)C(OCC)OCC (stereo not drawn)	2.1	12.7	0.3	-2.5	-1.6	0.4
N#Cc1cnn2c1n[n+]([O-])c1ccc(Cl)cc12	-18.4	-27.8	14.7	-34.0	57.0	-35.8
COC(=O)c1cc(=O)[nH]c(=O)[nH]1	-12.8	-13.5	9.4	-15.8	-15.9	-10.6
COc1ccccc1Cn1nc(OC)c2cc([N+](=O)[O-])ccc21	30.6	-17.9	2.0	-6.1	-64.7	27.6

Bioassay records as filed in PubChem BioAssay.
